# Compound activity from PubChem.
# mcGAS RapidFire – inhibitors of mouse cGAS; Q8C6L5; recombinant mouse cGAS, cGAMP by RapidFire MS; inhibition, % at 12.5 µM; actives 0.18% (n = 130,000); AID 1259397;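 active means inhibition of cGAS enzyme activity at or above 60%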;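 further: enzyme stimulated by 45 bp dsDNA with ATP and GTP substrates; cGAMP share of summed cGAMP plus half ATP and half GTP signals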
# Target sequence (Q8C6L5 whole entry, looked up): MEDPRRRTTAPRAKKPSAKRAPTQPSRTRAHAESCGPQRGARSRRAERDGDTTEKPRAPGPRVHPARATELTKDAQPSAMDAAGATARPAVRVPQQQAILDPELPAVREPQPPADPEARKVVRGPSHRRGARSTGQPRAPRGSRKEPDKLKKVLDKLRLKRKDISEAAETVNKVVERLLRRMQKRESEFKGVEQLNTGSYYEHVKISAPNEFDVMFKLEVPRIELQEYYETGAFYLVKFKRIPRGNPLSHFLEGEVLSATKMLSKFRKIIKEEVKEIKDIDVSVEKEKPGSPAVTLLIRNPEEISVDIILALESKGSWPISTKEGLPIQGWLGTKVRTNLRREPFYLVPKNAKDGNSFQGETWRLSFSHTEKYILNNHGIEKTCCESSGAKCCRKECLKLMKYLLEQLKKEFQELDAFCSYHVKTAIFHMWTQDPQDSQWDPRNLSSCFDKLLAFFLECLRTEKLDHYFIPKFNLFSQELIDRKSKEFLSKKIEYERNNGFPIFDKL
# Numbers without * were called inactive; & = joins results of further samples. An excerpt, so the mix of outcomes need not match the whole.
# The opening seven records (preview)
SMILES,mcGAS RapidFire
Cc1ncc(CNC2CC(C)(C)Cc3nc(N4CCC(O)CC4)ncc32)n1C (centres undefined),-17
CN1C(=C2C=NN(c3ccccc3)P2(=O)N2CCCCCC2)C(C)(C)c2ccccc21 (centres undefined),-45
O=C(CC(c1ccccc1)c1ccc2c(c1)OCO2)NCCc1cscn1 (centres undefined),-7
COCCN(CC(=O)Nc1cccc(C)c1C)C1CCN(C)CC1,-26
COC(=O)C1(NC(=O)CCc2csc(C)n2)CCC(C)CC1 (centres undefined),-10
O=[N+]([O-])c1ccc(NCc2ccco2)c([N+](=O)[O-])c1,-1
NC(=O)Cn1c(CO)cnc1SCc1ccc(C(F)(F)F)cc1,-13

# The list itself, previewed entries included:
SMILES,mcGAS RapidFire
Cc1ncc(CNC2CC(C)(C)Cc3nc(N4CCC(O)CC4)ncc32)n1C (centres undefined),-17
CN1C(=C2C=NN(c3ccccc3)P2(=O)N2CCCCCC2)C(C)(C)c2ccccc21 (centres undefined),-45
O=C(CC(c1ccccc1)c1ccc2c(c1)OCO2)NCCc1cscn1 (centres undefined),-7
COCCN(CC(=O)Nc1cccc(C)c1C)C1CCN(C)CC1,-26
COC(=O)C1(NC(=O)CCc2csc(C)n2)CCC(C)CC1 (centres undefined),-10
O=[N+]([O-])c1ccc(NCc2ccco2)c([N+](=O)[O-])c1,-1
NC(=O)Cn1c(CO)cnc1SCc1ccc(C(F)(F)F)cc1,-13
O=C(NCCc1ccccc1)c1cccnc1Nc1cc(Cl)cc(Cl)c1,-3
C=CCN(Cc1nc(-c2ccccc2)no1)C(=O)Cc1ccc2c(c1)NC(=O)CO2,1
Cc1cccnc1CN(C)C(=O)c1ccc2nc(Cc3ccccc3F)oc2c1,3
Cc1ccc(CN(C)C(=O)NCC(C)(C)S(C)(=O)=O)s1,-11
O=C(NC1CC(=O)N(Cc2cccc(F)c2)C1)C(=O)N1CCOCC1 (centres undefined),-15
CC1(CN2CCC(c3ccccc3)C2)COC1 (centres undefined),-5
Cc1cnc2c(S(=O)(=O)N3CCCC(C(F)(F)F)C3)cccc2c1 (centres undefined),-30
CCOC(=O)c1nn(-c2ccc(C)cc2)c(=O)cc1N1CCCC1,-9
Cc1ccc(S(=O)(=O)N2CCCCC2CCNC(=O)Nc2cccs2)cc1 (centres undefined),-4
COC(=O)C(NC(=O)c1scnc1C)c1ccc(C)cc1 (centres undefined),-14
COc1ccc(C(=O)O)cc1S(=O)(=O)N(C)Cc1sccc1C,7
C=CCNC(=O)CCCCCn1c(=O)[nH]c2ccsc2c1=O,4
COC(=O)CCc1c(C)nn(-c2nc(C)cc(=O)[nH]2)c1C,6
COc1ccc(F)cc1CS(=O)C(C)c1ccccc1F (centres undefined),3
C[C@@H]1CC2C3C[C@H](F)C4=CC(=O)C=C[C@]4(C)[C@@]3(F)[C@@H](O)C[C@]2(C)[C@@]1(O)C(=O)CO (some centres undefined),3
NC(=O)C1CCCCN1Cc1cccc2ccccc12 (centres undefined),-6
CC(C)c1nc(SC2CCCCNC2=O)nn1-c1ccccc1 (centres undefined),9
CC(C)(C)n1nc2c(c1NC(=O)c1cccc3ccccc13)CS(=O)C2 (centres undefined),-5
Cn1ccnc1C(=O)NCCOc1ccccc1Cl,-11
CCCCCC(=O)Nc1sc2c(c1C(N)=O)CCC2,-9
CC(C)c1cc(C(=O)N(C)Cc2ccsc2)c2ccccc2n1,-5
CSCc1ccc(C(=O)N2CCCC(C(=O)c3ccc4ccccc4c3)C2)o1 (centres undefined),-4
N#Cc1ccc(OC(C(N)=O)c2ccc(F)cc2)c(Cl)c1 (centres undefined),-17&2
Cc1cnccc1CN(C)C(=O)c1ccnc(N)c1,-15
Cc1ccccc1-n1ncc(C(C)NC(=O)c2ccccc2N2CCOCC2)c1C (centres undefined),-1
COC(=O)c1cccc(CN2C(=O)C(C)Oc3ccc(C#N)cc32)c1 (centres undefined),10
Cc1cccc(-n2c(CNC(=O)Cc3ccccc3)nnc2SCC(=O)Nc2nnc(C)s2)c1,-4
CCN(CC)c1cccc(OCC2CN(C(=O)c3cc(C)c(OC)c(C)c3)CCO2)c1 (centres undefined),-4
Cc1cc(C)nc(NN=C2CCN(C(C)C)CC2)n1,22
O=S(=O)(Nc1ccc(Br)cn1)c1ccc(F)cc1,14
C=CCn1c(C)n[nH]c1=S,-7
Cc1nn(C)c(C)c1CN(C(=O)CC1C=CS(=O)(=O)C1)C(C)C (centres undefined),-10
CCN(C(=O)Cn1c(CNC(=O)c2ccco2)nc2ccccc21)c1ccccc1,-10
CC(=O)Cn1c(=O)c2c(nc3n(CCc4ccccc4)c(C)c(C)n23)n(C)c1=O,-4
Cc1ccc2oc3c(c(=O)c2c1)C(c1ccc(C(C)(C)C)cc1)N(c1nccs1)C3=O (centres undefined),-11
Cc1ccc2[nH]c(CCCNS(=O)(=O)NCc3ccccc3)nc2c1C,-8
CC(O)Cc1c(C(=O)O)[nH][nH]c1=O (centres undefined),5
CCC1=NOC(c2nc3scc(C(C)C)c3c(=O)[nH]2)C1 (centres undefined),-7
CC(CC(=O)C1C(C)C=CCC1(C)C)Nc1ccccc1 (centres undefined),-14
Cn1ccsc1=NC(=O)C1CC(=O)N(c2ccccc2Cl)C1 (centres undefined),-15
O=c1[nH]c(CN2CCOCC2)nc2c1C1(CCCC1)Cc1ccccc1-2,2
Nc1ncnc(NC2CCS(=O)(=O)C2)c1[N+](=O)[O-] (centres undefined),-9
CC(=O)Nc1ccc(Cl)c(C(=O)N(C)Cc2ncc(C)[nH]2)c1,-33
CCc1c(C)cc(C(=O)NCc2nc3ccc(OC)cc3[nH]2)c(=O)n1C,-7
Cn1c(=O)c2c(nc(N3CCCCC3)n2CCSc2nc3ccccc3o2)n(C)c1=O,-6
O=C1C2=C(C(c3ccccc3)=NCCN2)C(c2ccccc2F)N1c1ccccc1 (centres undefined),-2
COc1ccc(C(C)=O)cc1Cn1c(C)c(C(=O)NCc2cccc(C)c2)sc1=O,-7
COCCc1noc(CNC2CCSC2)n1 (centres undefined),-21
COc1ccc(C2=N/C(=C\C(Cl)=C\c3ccccc3)C(=O)O2)cc1[N+](=O)[O-],-1
O=C(c1ccc2c(c1)OCO2)N1CCCC(OCc2cccc(C(F)(F)F)c2)C1 (centres undefined),-4
CC(CCC(=O)O)[C@H]1CCC2C3C(=O)C[C@@H]4CC(=O)CC[C@]4(C)C3CC(=O)[C@@]21C (some centres undefined),-10
CC(C)(C)c1ccc2c(c1)CCN2C(=O)c1ccc(=O)[nH]n1,1
COc1ccc(C(=O)Nc2c3c(nn2-c2cccc(C)c2C)CS(=O)C3)cc1 (centres undefined),-2
# Carrying on.
SMILES,mcGAS RapidFire
CC(NC(=O)CC(C)(C(=O)O)c1ccccc1)c1ccc(F)c(F)c1 (centres undefined),-10
O=c1[nH]nc(-c2ccco2)c2sc(N3CCCC3)nc12,0
Cc1ccc(NC(C)(C(=O)NCC(=O)NC(C)C)c2ccccc2)cc1 (centres undefined),-43
CCOc1cc(S(=O)(=O)NCc2ccc3c(c2)OCO3)c(C)cc1C,10
CCCc1n[nH]c(=S)n1CC(=O)NCc1c(C)cc(C)cc1C,-5
CNC(=O)c1cnc(/C=C/c2ccc(Oc3cnccn3)cc2)s1,-1
O=C(c1ccccc1N1CCCCC1)N1CCCC2(CCc3ccccc32)C1 (centres undefined),-11
Cc1cc(=O)[nH]c(-n2nc(C3CC3)cc2NC(=O)c2ccccc2F)n1,-8
CCCC(NC(=O)c1occc1C)c1nccn1C (centres undefined),-14
C/C(=C\c1ccco1)CN(Cc1ccccn1)CC1CCCO1 (centres undefined),-12
O=C(NCC1CCN(Cc2cccnc2)C1)Nc1ccccc1Cl (centres undefined),-13
CC(C)Sc1nnc(C2CC2)n1-c1ccccc1,-2
CC(C)(C)c1cc(Br)c(C(C)(C)C)cc1N,-9
CN(Cc1cnccn1)C(=O)c1ccc2oc(-c3ccc(C(F)(F)F)cc3)nc2c1,-11
O=C(COc1ccc(Cl)cc1Cl)Nn1cnc2c(cnn2-c2ccccc2)c1=O,-6
COCC1CCCN(Cc2c(C(=O)N(C)Cc3ccccc3)nc3ccccn23)C1 (centres undefined),-6
COc1ccccc1N1C(=S)SC2CS(=O)(=O)CC21 (centres undefined),-19
O=C(NC1CC1)C1CCN(Cc2nc3cc(F)ccc3o2)CC1,-10
CC(CCc1c[nH]c2ccccc12)NCc1n[nH]c2c1CCC2 (centres undefined),-18
CCC(Nc1nc(N(C)C)nc2c1CCNC2)c1nc2ccc(C)cc2[nH]1 (centres undefined),-8
O=C(NC1CCCCC1)N1CCN(c2cnc3ccccc3n2)CC1,-14
CN(Cc1ccsc1)C(=O)C1CCC(=O)N(CCc2ccccn2)C1 (centres undefined),-6&7
Cc1[nH]c(=O)[nH]c(=O)c1Cc1nnc(SCc2c(F)cccc2Cl)o1,-8
CCOC(=O)C1(Cc2ccccc2C)CCCN(C(=O)CN2CCCCC2=O)C1 (centres undefined),-4
Cc1cc(C(F)(F)F)c2c(n1)sc1c(O)cc(=O)[nH]c12,4
CC(C)(C)OC(=O)N1CCN(CC(O)CN2CCCC2CO)CC1 (centres undefined),-7
CCc1ccc(CN2CCCC(C(=O)Nc3ccccc3-c3ccc(OC)cc3)C2)o1 (centres undefined),-7
CC(CCn1cccn1)NC(=O)CC12CC3CC(CC(C3)C1)C2 (centres undefined),-13
CCn1nc(C(=O)NNC(=O)c2sccc2C)c2ccccc2c1=O,-6
CCCC1=NN(C(C)=O)C(C(=O)NN2CCCC2)O1 (centres undefined),0
CCCCCCC1(C)NC(=O)N(CC(=O)NC(=O)NC2CCCCC2)C1=O (centres undefined),-5
CC1CN(C(=O)/C=C/c2nc3ccccc3[nH]c2=O)CC(C)O1 (centres undefined),-3
CCOC(=O)C(C1=CC(=O)C(=O)c2ccc(Br)cc21)=C(C)O,-9
Cc1ccc(-n2c(Cl)c(Cl)nc(Cl)c2=O)cc1,-11
COC(=O)c1ccc(NC(=O)CCN2CCn3nc(C)cc3C2)cc1,4
Cc1nn(CC(C)C)c(C)c1CCC(=O)Nc1ncn[nH]1,0
Cc1cccc(-n2cc(CN3CCN(C)C(C(=O)O)C3)cn2)c1 (centres undefined),-10
O=C(O)Cc1cccc(OCCCN(Cc2cccc(C(F)(F)F)c2Cl)CC(c2ccccc2)c2ccccc2)c1,5
O=C(CC1(O)C(=O)N(CCc2ccccc2)c2ccccc21)c1cccc(-n2cccc2)c1 (centres undefined),-34
O=C(C1CCCO1)N1CCCN(Cc2cc3n(n2)CCCNC3)CC1 (centres undefined),-4
BrC1CCCCCC(Br)C12OCCO2 (centres undefined),-2
CC(=NNC(=O)NC1CCCCC1)C1CCCCC1,-12
C[C@H]1C[C@H]2[C@@H]3CCC4=CC(=O)C=C[C@]4(C)[C@@]3(F)[C@@H](O)C[C@]2(C)[C@@]1(O)C(=O)CO,-4
CC(C)C1CN(S(=O)(=O)N(C)C)CCC(=O)N1CC1CC1 (centres undefined),2
S=C(Nc1ccccc1)Nc1ccc2cn[nH]c2c1,-9
Cc1noc(C)c1CCC(=O)NC1CCCc2c1cnn2-c1ccc(F)cc1F (centres undefined),-3
Cc1c(C(=O)NCc2ccc(F)cc2)sc(=O)n1Cc1ccc(OC(F)(F)F)cc1,-7
O=C(CS(=O)Cc1ccc(Cl)cc1Cl)N1CCc2sccc2C1 (centres undefined),1
CN1CCN(C(=O)c2cnn(-c3ccccc3)c2NC(=O)c2ccco2)CC1,1
COCc1ccc(C(=O)Nc2cc(S(C)(=O)=O)ccc2C)cc1,-5
Cc1nccn1-c1ccc(NC(=O)C2CCCN(Cc3ccn[nH]3)C2)cc1 (centres undefined),-3
CN(C)C(=O)c1ccccc1OCc1cccs1,-5
Cc1c(C)n2c3c(=O)n(CCN4CCCCC4)c(=O)n(C)c3nc2n1-c1ccccc1,-3
O=C(CNC(=O)C1CCCCC1)NCCSCc1ccccc1F,1
COc1ccc(-c2cc(=O)n(CC(=O)Nc3ncccc3C)cn2)cc1,-4
COc1cccnc1NC(=O)C1C2CC3CC(C2)CC1C3 (centres undefined),0
Cc1ccc(CN2CCN(Cc3ccc(O)c(Cl)c3)CC2=O)cc1,-13
Cc1c(OC(C)C)cc2c(c1O)C(=O)C21OCCO1,-11
Cc1ccc2[nH]c(CCCNC(=O)[C@@H]3C[C@H](N)CN3C)nc2c1C,-14
CCc1nc(C)sc1Cn1cnc(-c2ccccc2)c1-c1ccc(CO)o1,-14

# An excerpt from the list above, for reference:
SMILES,mcGAS RapidFire
CN1CCN(C(=O)c2cnn(-c3ccccc3)c2NC(=O)c2ccco2)CC1,1
COCc1ccc(C(=O)Nc2cc(S(C)(=O)=O)ccc2C)cc1,-5
Cc1nccn1-c1ccc(NC(=O)C2CCCN(Cc3ccn[nH]3)C2)cc1 (centres undefined),-3
CN(C)C(=O)c1ccccc1OCc1cccs1,-5

# Other structures follow:
SMILES,mcGAS RapidFire
CC1(CC(=O)O)C(=O)N=C2C=CC=CN21 (centres undefined),-8
CC1CCCN(Cc2nc3c(c(=O)n(C)c(=O)n3C)n2Cc2ccc(F)cc2)C1 (centres undefined),6
Cc1cc(C)nc(Nc2n[nH]c(-c3ccccc3Cl)n2)n1,-13
CCC(C)N(Cc1ccsc1)C(=O)c1cccnc1NC (centres undefined),-2
Cc1ccccc1-n1ccnc1SC(C)C#N (centres undefined),-3
Cc1ccccc1SCC(=O)NNC(=O)C(C)Nc1nc2ccccc2s1 (centres undefined),0
Cc1cccn2c(=O)cc(CSc3nnc(Cc4cccs4)n3C3CC3)nc12,-6
